Bioassay records deposited in PubChem BioAssay by National Center for Advancing Translational Sciences (NCATS).
ALDH1A1 block: ALDH1A1 (human) enzyme inhibition; Purified ALDH1A1, NADH fluorescence, propionaldehyde substrate; Potency, µM (highest dose often 75.3 µM), inactives show top-dose activity, negative = inhibition, hits mostly inhibitors; actives 7.3% (n = 220,000); P00352; active means well fitted inhibition curve with a large enough effect, not every such curve was filed as active; inconclusive means small, poorly fitted or top-dose-only effect, or another doubt; inactive means no such curve, though single readings can be large or run the other way;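 further: plate controls were no enzyme wells and a reference inhibitor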
Target sequence (P00352 whole entry, looked up): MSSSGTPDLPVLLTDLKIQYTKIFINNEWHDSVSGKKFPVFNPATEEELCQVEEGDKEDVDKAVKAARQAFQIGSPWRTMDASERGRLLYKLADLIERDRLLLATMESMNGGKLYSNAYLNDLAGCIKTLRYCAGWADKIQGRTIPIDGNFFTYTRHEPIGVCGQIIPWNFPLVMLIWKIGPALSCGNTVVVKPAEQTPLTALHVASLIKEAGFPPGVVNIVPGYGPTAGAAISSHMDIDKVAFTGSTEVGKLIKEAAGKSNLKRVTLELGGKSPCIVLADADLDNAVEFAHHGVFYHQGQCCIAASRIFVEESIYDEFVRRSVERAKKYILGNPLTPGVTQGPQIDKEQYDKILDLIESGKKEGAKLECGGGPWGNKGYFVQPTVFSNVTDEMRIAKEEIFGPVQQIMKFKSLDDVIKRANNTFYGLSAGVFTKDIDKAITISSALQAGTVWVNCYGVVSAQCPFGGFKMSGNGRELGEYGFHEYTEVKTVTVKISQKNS
Tau fluor cs: counter-screen for tau fibril formation inhibitors | tau K18 P301L Alexa594 fluorescence, heparin fibrillization | Potency, µM (series often up to 57.7 µM), for the others: at the top dose activity change, negative = decrease | actives 0.93% (n = 280,000) | AID 1463; further: on the % scale 0 is the no-effect control and ±100 the full control effect; nearly all actives have a fitted effect of over 55% in size
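Human tau K18 P301L (15 uM unlabeled, 0.24 uM Alexa 594-labeled) in 100 mM sodium acetate pH 7 with 20 uM heparin, 6 hr at 37 C. ThT 30 uM added, 1 hr ambient; Alexa 594 FP and total fluorescence read at 555/632 nm.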
SMN2 splice enh: increases expression of the SMN2 splice variant; actives 2.8% (n = 210,000); AID 1458; HEK293 SMN2-luciferase splicing reporter, luminescence, 30-36 h; Potency, µM (top dose mostly 46.1 µM), for the others: at the top dose activity change, positive = activation, actives largely listed as activators; further: % of control where 0% means no effect; nearly all actives have a fitted effect of over 55% in size
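qHTS luciferase splicing reporter: luminescence rises when SMN2 exon 7 is included in transfected HEK293 cells. Compound exposure lasted 30-36 h at 37C, with 4.5 mM final sodium butyrate as control, followed by a ONE-Glo read.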
Tau fibril FP: blocks human tau fibril formation measured by polarization; P10636; K18 P301L tau heparin fibrillization, Alexa594 FP, 6 h; Potency, µM (titrated, usually from 57.7 µM), for the others: at the top dose activity, negative = inhibition, actives largely listed as inhibitors; actives 0.39% (n = 280,000); further: on the % scale 0 is the no-effect control and ±100 the full control effect; nearly all actives have a fitted effect of over 55% in size
Target sequence (P10636 561-689 P618L limits assumed): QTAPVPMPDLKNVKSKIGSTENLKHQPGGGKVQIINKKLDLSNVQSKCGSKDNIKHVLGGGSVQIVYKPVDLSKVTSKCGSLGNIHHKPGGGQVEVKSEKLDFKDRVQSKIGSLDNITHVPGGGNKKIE
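Quantitative HTS format: compounds meet 15 uM recombinant K18 P301L tau and Alexa 594-tau tracer in 100 mM sodium acetate pH 7; 20 uM heparin triggers fibrillization at 37 C over 6 hr; FP gives the signal.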
HttQ103 aggreg: reduces HttQ103-GFP aggregates in PC12 cells. AID 1688. actives 1.1% (n = 220,000). PC12 HttQ103-GFP aggregates, Acumen cytometry, 40 h. Potency, µM (series often up to 46.1 µM), inactives show top-dose activity change, negative = inhibition, hits mostly inhibitors; further: on the % scale 0 is the no-effect control and ±100 the full control effect; nearly all actives have a fitted effect of over 60% in size
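Inducible Q103 Huntingtin exon 1–GFP PC12 line, 1500 cells/well in phenol red free DMEM with 5% equine and 5% calf serum. Tebufenozide 100 nM induced expression; compounds titrated; aggregates quantified by cytometry.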
Tau fibril ThT: blocks human tau fibril formation measured by thioflavin T | P10636 | recombinant tau K18 P301L, heparin-induced fibrillization, ThT fluorescence | Potency, µM (highest dose often 57.4 µM), for inactives: at the top dose activity, negative = inhibition, usual class: inhibitors | actives 2.1% (n = 270,000); further: on the % scale 0 is the no-effect control and ±100 the full control effect; nearly all actives have a fitted effect of over 55% in size
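Using a mix of unlabeled (15 uM) and Alexa 594-labeled (0.24 uM) tau K18 P301L, heparin-triggered fibrillization over 6 hr at 37 C was scored by ThT fluorescence.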
HTT ATP protect: Huntington cell model cytoprotection by ATP luminescence; Potency, µM (titrated, usually from 56.4 µM), inactives show cytoprotection (ATP increase), actives largely listed as activators; actives 0.14% (n = 230,000); PC12 HTT-Q103 induced, cytoprotection, ATP luminescence, 40 h;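 further: % of control where 0% means no effect; nearly all actives have a fitted effect of over 45% in size; toxic huntingtin expression switched on by the ecdysone agonist tebufenozide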
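PC12 cells stably carrying ecdysone-inducible Htt exon 1 (Q103)–GFP were induced with 100 nM tebufenozide (final) alongside library compounds in a dose series. Cytoprotection was scored as retained ATP by ATPlite luminescence.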
JMJD2E inh: blocks human JMJD2E demethylase activity. B2RXH2. JMJD2E catalytic domain, FDH-coupled NADH fluorescence (FDH is formaldehyde dehydrogenase). Potency, µM (titrated, usually from 57.1 µM), without a hit: at the highest dose activity change, negative = inhibition, most hits filed as inhibitors. actives 1.6% (n = 230,000). AID 2147; active means well fitted inhibition curve with a large enough effect, not every such curve was filed as active; inconclusive means small, poorly fitted or top-dose-only effect, or another doubt; inactive means no such curve, though single readings can be large or run the other way;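 further: 0% = wells with enzyme and -100% = buffer wells without enzyme; nearly all actives have a fitted effect of over 50% in size; many of its hits are not listed in these tables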
Target sequence (B2RXH2 1-337 limits assumed): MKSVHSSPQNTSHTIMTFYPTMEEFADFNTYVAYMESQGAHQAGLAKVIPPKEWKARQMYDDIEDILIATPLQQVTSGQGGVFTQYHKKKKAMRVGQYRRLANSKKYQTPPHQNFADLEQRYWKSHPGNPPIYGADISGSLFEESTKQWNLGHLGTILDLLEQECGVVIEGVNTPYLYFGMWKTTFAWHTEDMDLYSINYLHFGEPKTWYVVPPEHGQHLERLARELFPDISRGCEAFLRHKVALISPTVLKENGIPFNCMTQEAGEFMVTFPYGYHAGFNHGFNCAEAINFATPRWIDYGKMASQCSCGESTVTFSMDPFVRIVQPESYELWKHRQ
The depositor's hits bear a star; ? = inconclusive; . = no result given; & = joins results of further samples; [ ] = another dose, or the depositor's remark. Unless noted, the call rests on the fitted dose curve; in most records, active means well fitted curve in the direction sought with a large enough effect; inconclusive means small, poorly fitted or top-dose-only effect, or another doubt; inactive means no such curve, though single readings can be large; an effect the other way counts as inactive or inconclusive. Potency means the concentration at half of the fitted maximal effect. The list is partial (hit frequency here may not be typical).

SMILES | ALDH1A1 block | Tau fluor cs | SMN2 splice enh | Tau fibril FP | HttQ103 aggreg | Tau fibril ThT | HTT ATP protect | JMJD2E inh
CC(=O)Oc1cc2c(c(C)c1OC(C)=O)CC=C1[C@]3(C)CC[C@]4(C)CC[C@@](C)(C(=O)O)CC4[C@]3(C)CC[C@]12C (stereo partly specified) | -5% | -1% | -82%[inhibitor] | 1% | . | -13% | . | -13%
COC(=O)C(C)Sc1nc2c([nH]c3ccccc32)c(=O)n1C (stereo unspecified) | ? | -13% | 22% | 5% | 0% | -6% | 15% | -2%
COc1ccc(C(CC(=O)c2ccccc2)CC(=O)c2ccccc2)cc1 | . | -13% | . | -6% | 33%[9.22 µM] | 2% | 42%[10 µM] | 3%
O=C(NC1(C(F)(F)F)NC(=O)N(CCc2ccccc2)C1=O)c1ccc(Cl)cc1 (stereo unspecified) | . | -29% | -6% | -9% | . | -3% | . | .
COc1ccc(NC(=O)CN2C(=O)CC(c3ccco3)Sc3ccccc32)cc1OC (stereo unspecified) | . | -25% | -22% | 2% | . | -7% | . | .
CN(C)/C=C(/C(=O)c1ccc(Cl)c(Cl)c1)S(C)(=O)=O | 10% | -1% | 13% | 1% | -3% | 0% | 6%[10 µM] | 2%
Cc1ccc(C2C(=O)N(C3CCC(C)CC3)CC(=O)N2C2CCCC2)cc1 (stereo unspecified) | 6% | -1%&-6% | -15% | 4%&-1% | -8% | -3%&-4% | -6% | 5%
CCOC(=O)c1ccc(NC(=O)CN2C(=O)C3C4C=CC(C4)C3C2=O)cc1 (stereo unspecified) | -12% | -6% | 2% | 3% | 3% | -8% | 7% | 0%
CC1(C)Cc2c(sc3c2C2=NCCN2C=N3)CS1 | -1% | -13% | 1% | -16% | 4% | -4% | 18%[10 µM] | -23%
CCOc1ccccc1Cn1c(=O)sc2ccccc21 | -1% | -2% | 4% | 4% | 3%[9.22 µM] | -1% | 4%[10 µM] | -19%
CC1C/C(=N\NC(=O)c2cccnc2)CC(C)(C)C1 (stereo unspecified) | ? | 0% | 6% | -2% | -9% | -5% | 5%[10 µM] | 72%[activator]
CCN1C(=O)C(CC(=O)Nc2ccc(F)cc2)N(Cc2ccc3c(c2)OCO3)C1=S (stereo unspecified) | ? | ? | -11% | ? | -3% | 4% | -1% | ?
COc1ccc(-c2[nH]ncc2CN2CCN(C3CCCCC3)C(=O)C2)cc1F | 1.4µM* | -6% | . | 2% | -7%[9.22 µM] | -8% | 24%[10 µM] | -7%
COc1ccc(S(=O)(=O)Nc2ccccc2Cl)cc1NC(C)=O | 2% | 5% | 20% | 6% | -9% | 5% | . | 3%
Cc1ccc(Cc2cc(C)n[nH]c2=O)cc1 | . | 1% | . | 0% | 20%[9.22 µM] | 1% | 8%[10 µM] | -1%
COc1cccc(/C=N/n2nnnc2N)c1 | . | -4% | . | -2% | -16%[9.22 µM] | 2% | -2%[10 µM] | ?
COc1ccc2c(C)cc(=O)oc2c1 | ? | 2% | -7% | 6% | . | -5% | . | ?
CCOC(=O)c1[nH]c2ccccc2c1NC(=O)c1ccc(S(=O)(=O)N2CCOCC2)cc1 | 6% | -29% | ? | -1% | -3% | -16% | . | 12%
CN1CCCC1CCOC(C)(c1ccccc1)c1ccc(Cl)cc1 (stereo unspecified) | 7% | -10% | -24% | -6% | . | -11% | . | -6%
COc1ccc(CN2CCN(C(=O)c3ccco3)CC2)cc1 | ? | 4% | -17% | -4% | -10% | -3% | 4% | -5%
O=C(O)CCNS(=O)(=O)c1ccccc1Br | 6% | 9% | 6% | 3% | -8% | 6% | -4% | -4%
O=C(NC1CCCCC1)C1CCCN(S(=O)(=O)c2cnc[nH]2)C1 (stereo unspecified) | 1% | -3% | -6% | -2% | 8% | -1% | -8% | -5%
CCOC(=O)N1CCC(NC(=S)Nc2ccc3nc(N4CCN(C)CC4)cc(C)c3c2)CC1 | ? | -23% | -15% | 12% | 12%[1.84 µM] | ? | -4% | ?
COC(=O)c1sccc1NC(=O)c1cnc2cc(C)nn2c1C | 4% | 5% | -22% | -1% | 11% | 2% | -4%[10 µM] | -4%
CN(C)CCCN(C(=O)c1ccc(N2C(=O)CCC2=O)cc1)c1nc2c(F)cccc2s1 | -18% | -2% | 27% | 4% | -13% | -9% | 15% | 2%

By substructure, the compounds so far with a Cl atom
SMILES | ALDH1A1 block | Tau fluor cs | SMN2 splice enh | Tau fibril FP | HttQ103 aggreg | Tau fibril ThT | HTT ATP protect | JMJD2E inh
O=C(NC1(C(F)(F)F)NC(=O)N(CCc2ccccc2)C1=O)c1ccc(Cl)cc1 (stereo unspecified) | . | -29% | -6% | -9% | . | -3% | . | .
CN(C)/C=C(/C(=O)c1ccc(Cl)c(Cl)c1)S(C)(=O)=O | 10% | -1% | 13% | 1% | -3% | 0% | 6%[10 µM] | 2%
COc1ccc(S(=O)(=O)Nc2ccccc2Cl)cc1NC(C)=O | 2% | 5% | 20% | 6% | -9% | 5% | . | 3%
CN1CCCC1CCOC(C)(c1ccccc1)c1ccc(Cl)cc1 (stereo unspecified) | 7% | -10% | -24% | -6% | . | -11% | . | -6%

(listing goes on)
SMILES | ALDH1A1 block | Tau fluor cs | SMN2 splice enh | Tau fibril FP | HttQ103 aggreg | Tau fibril ThT | HTT ATP protect | JMJD2E inh
CCN(CC(=O)NC1CCS(=O)(=O)C1)c1ccc(S(C)(=O)=O)cc1[N+](=O)[O-] (stereo unspecified) | -2% | -3% | -8% | 2% | 2% | -7% | -14% | 4%
O=[N+]([O-])c1ccc(CSc2nnc(-c3cnccn3)o2)cc1 | ? | -6% | -26% | 5% | -15% | ? | 8% | -7%
O=C(CSc1nc2nn(-c3ccccc3)c(=O)c-2c2n1CCCCC2)NCCc1ccccc1 | -4% | -12% | 16% | 11% | 2% | -14% | 4%[10 µM] | 1%
CCCCOC(=O)C1=C(C)Nc2ncnn2C1c1ccc(OCC)c(OC)c1 (stereo unspecified) | 9% | -13% | -1% | -2% | 1% | -6% | 7% | 0%
CCc1ccccc1NC(=O)Cn1cccc1C1=NC(c2ccccc2)CO1 (stereo unspecified) | 7% | -7% | -5% | -4% | 11% | -4% | -11%[10 µM] | -3%
Cc1nc2cccnc2nc1C | . | 3% | . | 1% | 9%[9.22 µM] | 3% | 3%[10 µM] | 2%
O=C1CC(c2cccc(Cl)c2)Cc2nc(N3CCOCC3)ncc21 (stereo unspecified) | -5% | -15% | -4% | 10% | -27% | -6% | -3%[0.074 µM] | ?
CC(=O)Nc1ccc(-c2csc(NNC(=O)c3ccc(C)cc3)n2)cc1 | -3% | ? | -17% | ? | -4%[9.22 µM] | 11µM* | -21%[1.9 µM] | -26%
COc1ccc(OCCSc2nc3ccccc3n2CC(=O)O)cc1 | 5% | 3% | -19% | 4% | 2% | 1% | -12% | 2%
CC1=C(c2ccccc2)[N+](=O)C2(CCCC2)N1[O-] | 5% | 4% | -2% | -3% | -5% | -9% | -4% | -2%
CCOc1cc(/C=N\Nc2nc(Nc3ccccc3)nc(N3CCOCC3)n2)ccc1OC(=O)c1ccco1 | -8% | -26% | -17% | ? | -24% | -12% | ? | 5%
CCOC(=O)C1(CCc2ccccc2)CCN(C(=O)[C@@H]2C[C@@H](C)NC(=S)N2)CC1 | -3% | 2% | . | -2% | 12%[9.22 µM] | -5% | -1%[10 µM] | -3%
O=C1c2ccccc2C(=O)N1CCCCON1C(=O)c2ccccc2C1=O | -2% | -8% | -12% | -4% | -2% | -3% | 23%[10 µM] | -6%
COCCCNc1nc2c(-c3ccccc3)nnn2c2ccccc12 | . | -11% | -15% | -4% | . | 0% | . | .
CC1=C(C)CC(C(=O)NCCc2ccccc2)C(C(=O)O)C1 (stereo unspecified) | -2% | 0% | 0% | 10% | 8% | 3% | 6% | -1%
Cc1c(OCC(=O)NC(Cc2c[nH]c3ccc(O)cc23)C(=O)O)ccc2c3c(c(=O)oc12)CCC3 (stereo unspecified) | . | -2% | . | -2% | -4%[9.22 µM] | ? | -7%[10 µM] | ?
NS(=O)(=O)c1ccc(NC=C2C(=O)OC3(CCCCC3)OC2=O)cc1 | 1.9µM* | -3% | 16% | -15% | 1% | -1% | -9% | 6%
O=C(O)c1ccc(COc2c(F)c(F)cc(F)c2F)cc1 | -1% | 1% | 2% | 0% | 9% | 3% | -4%[10 µM] | -9%
CCOC(=O)C(CSCc1ccccc1)NC(=O)OC(C)(C)C (stereo unspecified) | -6% | -22% | -22% | -16% | 5% | ? | -30% | -4%
COCCNc1cc(C)nc2c3c(C)cc(C)nc3nn12 | ? | 8% | -9% | 6% | 7% | -5% | -27% | ?
COc1ccc(N2C(=O)CC(Sc3ncccc3C(=O)O)C2=O)cc1 (stereo unspecified) | ? | -6% | -9% | -4% | 3% | -9% | 7%[10 µM] | 2%
O=C(c1cccn2c(=O)c3ccccc3nc12)N1CCN(Cc2ccc3c(c2)OCO3)CC1 | ? | -10% | -2% | 1% | 10% | -11% | -18% | ?
CCn1c(SCC(=O)c2ccc(Cl)cc2)nnc1C(C)C | ? | 4% | 2% | 3% | 29% | -12% | -4% | 0%
C/C(N)=C(/C#N)C(=O)COC(=O)CCC1CCCC1 | ? | -15% | -43% | 1% | 1% | -9% | -1%[10 µM] | 3%
C1=CC2c3ccccc3NC(c3ccncc3)C2C1 (stereo unspecified) | 10µM* | ? | ? | ? | 23% | 22µM* | -17%[10 µM] | ?
O=S(=O)(c1ccc(Cl)c(C(F)(F)F)c1)N1CCN(CC(O)COCC2CCCO2)CC1 (stereo unspecified) | ? | -12% | -21% | -11% | -10% | -10% | 0%[10 µM] | ?
Cc1cc(NC(=O)CSc2nnc(Nc3ccccc3C)s2)no1 | 4% | -14% | . | -7% | 10%[9.22 µM] | -1% | 13%[10 µM] | 7%
CCN(C(=O)Cn1c(C(=O)OC)cc2oc3ccccc3c21)c1cccc(C)c1 | . | -7% | -24% | -2% | . | -17% | . | .

An excerpt from above, limited to HTT ATP protect, Tau fibril FP and Tau fluor cs.
Compound	HTT ATP protect	Tau fibril FP	Tau fluor cs
CCn1c(SCC(=O)c2ccc(Cl)cc2)nnc1C(C)C	-4%	3%	4%
CCOC(=O)C(CSCc1ccccc1)NC(=O)OC(C)(C)C (stereo unspecified)	-30%	-16%	-22%
